CHX counter = affects cycloheximide protein synthesis inhibition readout, counter-screen. cell reporter, cycloheximide protein synthesis inhibition counterscreen. max response, %. 300,000 compounds, 12% hits; in the data active = max response mostly above about 13%, no sharp cut-off; inactive = mostly below about 14%; note: read at 38.3 µM for the half of the compounds with a filed dose; 0% is about no effect
AMA1-RON2 inh = AMA1-RON2 (P. falciparum) interaction inhibition; AlphaScreen AMA1-biotinylated RON2 peptide binding; Potency, µM (titrated, usually from 58.2 µM), for inactives: at the top dose activity change, negative = inhibition, usual class: inhibitors; 360,000 compounds, 0.2% hits;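 note: potency is the fitted concentration of half-maximal effect; 0% = vehicle wells and -100% = peptide control; nearly all actives have a fitted effect of over 45% in size; some results filed as inactive show a strong effect at the top dose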
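AMA1 (3D7) with his tag at 25 nM final met compounds first, then biotinylated RON2 peptide at 25 nM; detection used donor plus acceptor beads, 10 µg/mL apiece, read by AlphaScreen after 30 min at room temperature.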
AmpC no deterg = AmpC beta-lactamase inhibition without detergent; Potency, µM (doses to about 57.1 µM), for inactives: at the highest dose activity change, negative = inhibition, most hits filed as inhibitors; AID 485341; 330,000 compounds, 0.52% hits; P00811; AmpC nitrocefin hydrolysis, absorbance 480 nm, 0.0001% Triton;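 note: potency is the fitted concentration of half-maximal effect; plate controls were no compound for no effect and no enzyme for full effect; nearly all actives have a fitted effect of over 20% in size; some results filed as inactive show a strong effect at the top dose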
Target sequence (P00811 whole entry, looked up): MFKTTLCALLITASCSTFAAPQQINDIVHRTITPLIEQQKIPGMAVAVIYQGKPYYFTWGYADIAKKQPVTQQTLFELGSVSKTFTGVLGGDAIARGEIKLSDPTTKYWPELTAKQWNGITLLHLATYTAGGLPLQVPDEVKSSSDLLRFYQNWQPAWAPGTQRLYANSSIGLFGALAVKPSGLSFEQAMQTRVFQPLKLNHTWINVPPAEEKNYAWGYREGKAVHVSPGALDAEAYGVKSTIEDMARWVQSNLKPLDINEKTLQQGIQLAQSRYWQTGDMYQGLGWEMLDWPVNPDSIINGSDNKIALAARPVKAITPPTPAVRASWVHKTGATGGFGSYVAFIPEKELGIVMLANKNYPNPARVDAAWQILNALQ
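AmpC (5.3 nM in the dispensed reagent) in 20 mM phosphate pH 7.0 with 0.01% (detergent screen) or 0.0001% Triton X-100 was preincubated with compounds for 15 min at room temperature. Nitrocefin was then added from an 800 uM solution, and hydrolysis was followed at 480 nm.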
AmpC detergent = AmpC beta-lactamase inhibition with detergent present; P00811; AmpC hydrolysis of nitrocefin, absorbance 480 nm, 0.01% Triton; Potency, µM (doses to about 114 µM), inactives show top-dose activity change, negative = inhibition, hits mostly inhibitors; 370,000 compounds, 0.041% hits; AID 485294;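 note: potency is the fitted concentration of half-maximal effect; 0% = no-compound wells and -100% = no-enzyme wells; nearly all actives have a fitted effect of over 25% in size; some results filed as inactive show a strong effect at the top dose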
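20 mM phosphate pH 7.0 + 0.01% (detergent screen) or 0.0001% Triton X-100; 5.3 nM AmpC reagent; cpd preinc 15 min RT; nitrocefin (800 uM stock) to start; A480 q20 s × 4 min; Activity was normalised to no-enzyme and no-compound control wells.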
FBPA Giardia inh = blocks Giardia fructose-bisphosphate aldolase activity. A8B2U2. purified Giardia FBPA. 290,000 compounds, 0.71% hits. Potency, µM (highest dose often 59.6 µM), for inactives: top-dose activity, negative = inhibition, most hits filed as inhibitors; note: potency is the fitted concentration of half-maximal effect; % is set by controls: 0 for no effect and ±100 for the full control effect; nearly all actives have a fitted effect of over 55% in size
Target sequence (A8B2U2 whole entry, looked up): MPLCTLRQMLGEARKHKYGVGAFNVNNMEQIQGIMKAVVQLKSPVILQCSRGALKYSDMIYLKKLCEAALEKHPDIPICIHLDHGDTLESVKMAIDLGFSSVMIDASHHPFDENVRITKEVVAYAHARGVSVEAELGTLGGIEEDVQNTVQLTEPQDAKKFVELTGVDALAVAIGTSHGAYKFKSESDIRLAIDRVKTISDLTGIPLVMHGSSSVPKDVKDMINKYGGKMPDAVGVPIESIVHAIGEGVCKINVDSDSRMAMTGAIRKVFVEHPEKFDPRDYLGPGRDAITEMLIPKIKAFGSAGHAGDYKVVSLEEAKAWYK
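40 nM FBPA preincubated 10 min at RT with compound (up to 57.5 uM final), then substrate plus GAPDH/TPI/NAD/arsenate coupling and diaphorase/resazurin added. Fluorescence read after 20 min at RT, 525/598 nm.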
Shiga inhibitor = Shiga toxin inhibition; Vero cells, Shiga toxin protein synthesis inhibition reporter; inhibition, % at 38.7 µM; 290,000 compounds, 9.2% hits; AID 2315; in the data active = inhibition mostly above about 28%, no sharp cut-off; inactive = mostly below about 43%; note: 0% is about no effect
HCMV inh = blocks human cytomegalovirus replication; activity change, negative = inhibition, % at 57.5 µM; HFF cells, HCMV-luciferase reporter, 72 h; active compounds read low; 410,000 compounds, 4.5% hits; AID 1259415; in the data active = activity change below about -60%; inconclusive = no clear call, values can overlap the other calls; inactive = above about -39%; note: % is set by controls: 0 for no effect and ±100 for the full control effect
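Inhibition of viral replication was scored as loss of reporter luminescence in HFFs infected with HCMV-luciferase (MOI 1 PFU/cell) for 72 h; compounds tested at 2 doses, normalized to buffer and Salinomycin controls.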
An asterisk follows results filed as active; ? = inconclusive; nt = no result given; [ ] = dose if it differs, or a comment. Unless noted, calls come from the whole dose curve; as a rule, active = well fitted curve in the direction sought with a large enough effect; inconclusive = small, poorly fitted or top-dose-only effect, or another doubt; inactive = no such curve, though single readings can be large; an effect the other way counts as inactive or inconclusive. Rows were taken by chance. About 16% of those tested had a hit in this group.

SMILES | CHX counter | AMA1-RON2 inh | AmpC no deterg | AmpC detergent | FBPA Giardia inh | Shiga inhibitor | HCMV inh
Cc1ccc(C2=NN(C(=O)CN3CCN(C4CCS(=O)(=O)C4)CC3)C(c3ccco3)C2)cc1 (stereo not given) | nt | -7.5% | 112.6%[activator] | -6.1% | nt | nt | -11.3
CC(C)COC(=O)c1ccccc1OC(=O)c1ccncc1 | 12.0 | 1.8% | 1.7% | 5.9% | 2.4% | -14.8 | 0.0
Cc1nc(NC(=O)C2CC2)sc1C | 9.6 | -2.3% | -9.1% | -2.7% | -0.6% | 2.7 | -30.3
COc1ccc(Cc2nnnn2CC(=O)O)cc1 | -1.1 | 5.0% | -2.5% | -12.4% | -1.0% | 18.4 | -17.0
COc1ccc(-c2n[nH]c(=S)n2-c2ccccc2C)cc1 | -1.2 | 48.9%[activator] | -24.1% | -13.8% | 24.0% | 1.3 | 54.0
CSc1ccc(CN(C)C(C)C(=O)NCc2ccccc2)cc1 (stereo not given) | -7.7 | -29.7% | 24.9% | -1.7% | -0.4% | -9.9 | 55.2
O=C(CCc1ccccc1)NCc1ccncc1 | -2.4 | 1.7% | 31.0% | -15.1% | 11.5% | -4.7 | 31.6
Cc1ccc(C(=O)CCC(=O)N2CCN(c3ccc(F)cc3)CC2)cc1 | -2.8 | -4.2% | 22.5% | -12.3% | -0.7% | -4.5 | -18.8
NC(=O)Nc1cc(Cl)ccc1Cl | -1.8 | 3.3% | -15.0% | -7.4% | -1.6% | -5.3 | 1.5
O=C(NCc1cccc(CNC(=O)C(=O)NCC2CCCO2)c1)C(=O)NCC1CCCO1 (stereo not given) | 2.2 | -1.8% | -0.5% | -7.9% | 0.5% | 12.5 | 57.4

Single records, from the list above.
Record of Cc1ccc(C2=NN(C(=O)CN3CCN(C4CCS(=O)(=O)C4)CC3)C(c3ccco3)C2)cc1 (stereo not given) = CHX counter: nt; AMA1-RON2 inh: -7.5%; AmpC no deterg: 112.6%[activator]; AmpC detergent: -6.1%; FBPA Giardia inh: nt; Shiga inhibitor: nt; HCMV inh: -11.3
Record of NC(=O)Nc1cc(Cl)ccc1Cl = CHX counter: -1.8; AMA1-RON2 inh: 3.3%; AmpC no deterg: -15.0%; AmpC detergent: -7.4%; FBPA Giardia inh: -1.6%; Shiga inhibitor: -5.3; HCMV inh: 1.5

Continuation:
SMILES | CHX counter | AMA1-RON2 inh | AmpC no deterg | AmpC detergent | FBPA Giardia inh | Shiga inhibitor | HCMV inh
CCN(CC)S(=O)(=O)c1cccc(-c2csc(C)n2)c1 | -2.5 | 3.1% | -13.5% | 2.8% | 2.6% | 8.2 | -20.0
O=C(O)c1ccc(N2C(=O)c3ccc(C(=O)c4cccc([N+](=O)[O-])c4)cc3C2=O)cc1 | -1.7 | 12.3% | -5.8% | 7.8% | 3.4% | 20.5 | ?
O=Cc1cc(Br)c(OC(=O)N2CCOCC2)c(Br)c1 | 4.6 | -4.1% | -8.3% | 0.2% | 3.8% | 1.9 | 37.3
O=C(Oc1ccc(Br)cc1)c1cccc(S(=O)(=O)N2CCOCC2)c1 | -2.1 | -9.0% | 71.0%[activator] | -1.9% | -4.6% | -15.6 | 28.0
O=C1c2ccccc2C(=O)C1c1ccccc1F | -5.9 | -12.3% | -10.0% | 4.9% | 1.6% | -16.3 | -21.2
CCOC(=O)[C@H]1[C@H]2COc3ccc(OC)cc3[C@@H]2N2C(=O)c3ccccc3NC(=O)[C@@]12C | nt | 15.8% | -21.4% | -13.7% | nt | nt | -80.0*
C/C(CCC(C)C)=N\NS(=O)(=O)c1ccc(C)c([N+](=O)[O-])c1 | 7.0 | -2.6% | -2.6% | -14.6% | 1.6% | 18.6 | 1.1
c1ccc(N2N=C(c3cccs3)CC2c2ccco2)cc1 (stereo not given) | 6.4 | 169.8%[activator] | -17.8% | -12.0% | -1.9% | 27.3 | 34.8
COc1ccc(OC2C(=O)N(c3ccc(C)c(C)c3)C2c2ccc(OC)c(OC)c2)cc1 (stereo not given) | -2.7 | -16.5% | 21.7% | ? | -26.2% | -15.8 | ?
O=C(c1cc(F)c(F)cc1Cl)N1CCOCC1 | -1.4 | 0.0% | -5.2% | -14.9% | -0.2% | -5.5 | 45.9
Cc1nc2ccccc2c2oc(C(=O)N3CCC(C)CC3)cc12 | 20.4* | -0.1% | 109.0%[activator] | -13.2% | 3.1% | 60.3* | -39.9
CNC(=O)NC(=O)CSc1cccc(C(F)(F)F)c1 | -2.0 | 0.6% | -13.6% | -9.6% | 0.7% | -3.4 | 13.5
O=C(Cn1c(=O)oc2ccc(Cl)cc21)Nc1ccon1 | 1.2 | 1.7% | -9.8% | -0.6% | 4.5% | 23.7 | -16.7
O=C(O)C1CCN(S(=O)(=O)c2cccc3nonc23)CC1 | -3.6 | 4.6% | -4.6% | -4.3% | nt | 1.5 | 17.8
COc1c2occc2c(OC(C)=O)c2c(=O)cc(C)oc12 | -1.1 | 12.1% | -2.0% | -0.8% | -3.4% | -9.2 | -66.7*
Cn1nc(-c2ccc(Cl)cc2)c2cc(C(=O)NC3CC3)sc21 | 0.8 | 5.3% | -5.9% | -6.4% | 0.3% | 10.5 | 34.8
CC(C)(C)OC(=O)C[C@@H]1C/C=C\C[C@@H](CC(=O)NCCO)C(=O)N[C@H](Cc2ccccc2)COC1=O | nt | 0.3% | 61.5%[activator] | nt | nt | nt | 10.7
COc1ccc(N2CCN(C(=O)NC34CC5CC(CC(C5)C3)C4)CC2)cc1 | -5.2 | -10.1% | 53.5% | -2.6% | -0.6% | -15.5 | -8.6
Cc1ccc(SCC(=O)c2cc(C)c(OC(=S)N(C)C)c(C)c2)cc1 | 26.1* | -0.5% | -0.2% | ? | -2.1% | 37.1 | 15.2
Cc1ccc(S(=O)(=O)Nc2nc3ccccc3nc2N2CCc3ccccc3C2)cc1 | 22.9 | 53.2%[activator] | -28.9% | -0.3% | 0.2% | -3.9 | 252.7
Cc1noc(C)c1COc1ccc(C(=O)NCCOc2ccccc2)cc1 | nt | -9.7% | -6.5% | 4.3% | nt | nt | 0.0
Cc1ccc(S(=O)(=O)N(CC(=O)NCCC2=CCCCC2)Cc2ccccc2)cc1 | -4.9 | 2.6% | 44.8% | -1.4% | 0.0% | 17.1 | 39.1
Cc1cc(NC(=O)CN2C(=O)NC(C)(c3ccc(Cl)cc3Cl)C2=O)no1 (stereo not given) | nt | 3.2% | -27.1% | nt | nt | nt | 18.9
CCN1CCN(C(=O)c2ccc(N3CC4CC(C3)c3cccc(=O)n3C4)c(NC(=O)c3cc(OC)cc(OC)c3)c2)CC1 (stereo not given) | 1.2 | -1.8% | 63.5% | -0.7% | -1.8% | -8.9 | -12.3
Cc1ccc(S(=O)(=O)NC(=O)COc2ccc(Cl)cc2Cl)cc1 | -1.5 | 3.4% | -28.6% | -6.6% | 8.0% | -3.6 | 0.0
CCOc1ccccc1NC(=O)COC(=O)C12CC3CC(CC(O)(C3)C1)C2 | nt | 0.1% | -0.4% | -19.3% | nt | nt | 5.9
Cc1ccc(NC(=O)CN2C(=O)S/C(=C\c3cc(Cl)c(OCC(=O)O)c(Cl)c3)C2=O)cc1 | -3.1 | -5.1% | -27.1% | ? | -6.7% | nt | -17.9
N#CCC(=O)c1ccccc1Oc1ccc(Cl)cc1 | -1.9 | 18.3% | 3.98µM* | ? | -2.8% | -8.1 | -7.5
CCOC(=O)c1c(C)[nH]c(C)c1C(=O)COC(=O)CCc1ccccc1 | nt | -6.1% | -8.6% | nt | nt | nt | 14.6
O=C1O/C(=C\c2ccccc2)c2ccccc21 | 31.2* | 53.0%[activator] | -4.2% | -9.0% | 1.7% | 44.9* | -36.1
O=C1NC(CCc2ccccc2)C(=O)N1CCOc1cccc(Br)c1 (stereo not given) | 8.6 | 3.4% | -16.3% | -1.8% | 14.0% | -17.0 | ?
O=C(Nc1ccccc1N1CCN(C(=O)c2ccc(Cl)cc2)CC1)c1ccc2c(c1)OCO2 | 6.0 | -7.7% | 25.5% | -0.4% | 13.0% | -12.8 | -23.3
CC(c1cccnc1)N(CCN(C)C)C(=O)Nc1ccc(Cl)cc1 (stereo not given) | 3.3 | 0.0% | -20.0% | -17.5% | 2.6% | -8.4 | -3.1
CSCCNCc1cn(-c2ccc(F)cc2F)nc1-c1ccccc1C | -0.8 | -21.9% | 35.0% | 4.5% | 1.8% | -8.9 | ?
O=C(CCN1N=C(c2ccccc2)CCC1=O)NCCCN1CCOCC1 | -1.4 | 2.4% | -0.1% | -5.1% | nt | 5.4 | -20.8
CCc1noc(C)c1C(=O)NCCc1ccccc1 | nt | 12.5% | -3.9% | -17.7% | nt | nt | 12.3
CN(Cc1ccc(F)cc1)C(=O)CN1C(=O)c2ccccc2S1(=O)=O | nt | -10.3% | 13.5% | nt | nt | nt | -24.7
S=C(Nc1ccc(Oc2ccccc2)cc1)Nc1cccnc1 | 10.2 | 71.3%[activator] | -39.0% | ? | -5.4% | nt | 40.3
CCC(C)C(NC(=O)c1ccccc1NC(=O)c1ccco1)C(=O)NNC(=O)c1ccc(OC)cc1 (stereo not given) | 0.6 | 106.8%[activator] | -25.8% | -8.1% | 2.8% | 20.3 | 6.3
O=C(Nc1ccccc1)C1=C[C@H](c2csc3ccccc23)C[C@H](OCCCCO)O1 | 12.0* | -9.1% | 36.9% | -4.8% | -8.2% | 5.5 | 15.0
Nc1ncc(Br)cc1S(=O)(=O)NCCC(=O)Nc1cccc(Cl)c1 | -6.2 | -3.8% | 33.7% | -1.0% | -3.2% | -27.1 | 10.8
COc1ccccc1C(=O)NCCN1CCN(c2ccccc2)CC1 | -2.9 | 1.7% | -7.5% | ? | -26.4% | -9.3 | 2.8
COc1ccc(-n2nnnc2SCC(=O)Nc2nc3c(s2)CCCC3)cc1 | 3.2 | -4.2% | -37.3% | ? | nt | -5.6 | -28.5
O=C(NC1CCCCC1)c1cc2nc(-c3ccco3)cc(C(F)(F)F)n2n1 | -1.7 | 1.9% | -22.3% | -1.6% | 7.1% | 4.8 | nt
O=C(Nc1ccccc1C(=O)O)c1ccc(NC(=O)c2ccc(Br)o2)cc1 | -1.9 | -4.8% | -30.0% | ? | -21.0% | -4.9 | 26.2
O=C(Cn1cnc2ccccc21)N/N=C/c1ccccn1 | -0.8 | 26.3% | -7.6% | 1.7% | ? | -7.2 | 74.4
O=C(NCc1ccc(F)cc1)C(c1ccco1)N(C(=O)c1csnn1)C1CC1 (stereo not given) | -2.3 | -2.5% | -4.2% | -10.1% | 3.9% | 0.2 | -7.8
NC(=O)c1cccnc1Sc1ccc(Cl)cc1 | -2.5 | -22.5% | -5.2% | ? | -0.7% | -2.9 | -2.0
O=S(=O)(Nc1ccc(Cc2ccncc2)cc1)N1CCCC1 | -1.7 | 12.9% | -23.7% | -0.3% | 3.1% | -6.3 | 39.0
